Compound activity as filed in PubChem BioAssay.
ATG4B inhibitor – blocks human ATG4B protease cleavage of LC3 substrate; Q9Y4P1; ATG4B cleavage of LC3-PLA2, NBD-HPC fluorescence, 1 h; inhibition, % at 8.33 µM; 340,000 tested, 0.51% active; in the data active = inhibition above about 40%
Target sequence (Q9Y4P1 whole entry, looked up): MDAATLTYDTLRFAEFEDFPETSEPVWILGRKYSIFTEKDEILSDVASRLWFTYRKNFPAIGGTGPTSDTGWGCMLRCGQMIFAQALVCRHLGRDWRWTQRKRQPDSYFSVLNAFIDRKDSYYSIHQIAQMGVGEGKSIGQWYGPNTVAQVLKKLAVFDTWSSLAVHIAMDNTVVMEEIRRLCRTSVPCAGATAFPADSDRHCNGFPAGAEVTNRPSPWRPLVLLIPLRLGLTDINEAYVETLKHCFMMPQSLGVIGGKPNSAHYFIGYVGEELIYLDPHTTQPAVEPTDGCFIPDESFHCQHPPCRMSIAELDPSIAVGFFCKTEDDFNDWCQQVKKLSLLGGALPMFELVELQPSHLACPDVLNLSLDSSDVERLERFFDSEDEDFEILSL
hIAP activ – human IAP activation; purified human IAP, CDP-Star luminescence, 30 min; active compounds read high; 1 = vehicle-only enzyme, 0 = enzyme-free background; P09923; 330,000 tested, 0.16% active; AID 2524; activation factor at 10 µM;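 active = activation factor of the enzyme at least 2-fold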; note: the source names both 10 and 20 µM as test concentration; values of inactives mirror those of a sister screen read the other way
mIAP activ – mouse IAP activation. muIAP, CDP-Star luminescence, 30 min; active compounds read high; 1 = vehicle-only enzyme signal, 0 = enzyme-free wells. activation factor at 10 µM. 330,000 tested, 0.24% active. AID 2805;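 active = activation factor of at least 2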; note: the source names both 10 and 20 µM as test concentration; values of inactives mirror those of a sister screen read the other way
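also added = chemiluminescent substrate CDP-Star | test system = mouse IAP enzyme | signal = chemiluminescence readout | compound = DMSO-dissolved test compounds | incubation = 30 min at room temperature | benchmarks = DMSO wells, no-enzyme wells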
APOBEC3G inh – APOBEC3G (human) deaminase inhibition | AID 493012 | recombinant A3G, ssDNA deamination FAM/TAMRA fluorescence | 330,000 tested, 0.28% active | Q9HC16 | inhibition, % at 20 µM;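 active = inhibition of at least 40% at 20 µM, with no more than 30% in the related APOBEC3A deaminase screen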;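 note: plate controls were DMSO wells with A3G for no effect and wells lacking A3G enzyme for full effect; some compounds called inactive have numbers as strong as hits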
Target sequence (Q9HC16 whole entry, looked up): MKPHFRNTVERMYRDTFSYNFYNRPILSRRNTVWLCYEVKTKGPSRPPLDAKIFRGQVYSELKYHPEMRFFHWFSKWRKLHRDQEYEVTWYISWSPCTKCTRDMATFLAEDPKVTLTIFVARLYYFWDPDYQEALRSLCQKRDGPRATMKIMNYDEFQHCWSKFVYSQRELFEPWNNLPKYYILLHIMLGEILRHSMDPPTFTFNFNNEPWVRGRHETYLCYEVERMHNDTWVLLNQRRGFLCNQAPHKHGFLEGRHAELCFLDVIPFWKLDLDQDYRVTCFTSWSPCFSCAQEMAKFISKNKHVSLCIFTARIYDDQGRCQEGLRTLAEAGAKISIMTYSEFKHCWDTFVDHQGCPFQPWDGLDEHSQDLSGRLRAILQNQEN
mIAP inh – blocks mouse intestinal alkaline phosphatase | purified mouse IAP, CDP-Star luminescence, 30 min | inhibition, % at 10 µM | 330,000 tested, 0.2% active;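 active = inhibition of at least 40% at 10 µM in the primary screen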;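 note: plate controls were DMSO with enzyme for no effect and no enzyme wells for full effect; values of inactives mirror those of a sister screen read the other way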
A3A deaminase – inhibitors of human APOBEC3A DNA deaminase | recombinant A3A, FAM/TAMRA ssDNA deamination fluorescence | inhibition, % at 20 µM | 330,000 tested, 0.41% active | P31941 | AID 493011;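 active = at least 40% inhibition at 20 µM here, with at most 30% in a related deaminase screen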;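 note: plate controls were A3A with DMSO for no effect and wells lacking A3A enzyme for full effect; some results filed as inactive read as strong as hits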
Target sequence (P31941 whole entry, looked up): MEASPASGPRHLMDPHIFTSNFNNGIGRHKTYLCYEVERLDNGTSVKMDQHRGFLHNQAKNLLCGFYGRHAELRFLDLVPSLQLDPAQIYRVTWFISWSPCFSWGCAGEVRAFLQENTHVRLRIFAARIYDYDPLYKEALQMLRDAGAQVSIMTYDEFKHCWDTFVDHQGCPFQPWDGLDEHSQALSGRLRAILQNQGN
hIAP inh – human IAP inhibition; 330,000 tested, 0.12% active; P09923; purified IAP, CDP-Star luminescence, 30 min; inhibition, % at 10 µM; AID 2544;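 active = inhibition reaching a set limit with compound at 10 µM in the primary screen, cut at about 35% in these data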;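 note: plate controls were DMSO wells with enzyme for no effect and no-enzyme buffer wells for full effect; values of inactives mirror those of a sister screen read the other way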
MPTP block – blocks calcium-induced mitochondrial swelling; isolated mouse mitochondria, Ca2+ swelling absorbance, 30 min; inhibition, % at 10 µM; 360,000 tested, 1.4% active;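 active = inhibition of 50% or more, scaled per plate between neutral and stimulator controls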;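 note: 0% = DMSO wells given calcium and 100% = 1 mM EGTA wells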
MIN6 prolif – inducers of beta-cell replication in MIN6 cells; MIN6 cells proliferation, ATPlite luminescence, 48 h; cells starved in 0.2% serum; 100% = growth in 10% serum; proliferation, % at 10 µM; 330,000 tested, 0.29% active; AID 2380;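 active = compounds whose signal lies at least 3.5 SD above the mean of all wells on their plate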;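 note: 0% = DMSO-treated cells in low-serum medium and 100% = 10% serum control; some compounds called inactive have numbers as strong as hits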
The depositor's hits bear a star; + = active, no number; & = joins results of further samples. The list is partial; rates above refer to the full screens.

The line under a structure holds: MIN6 prolif	hIAP inh	APOBEC3G inh	ATG4B inhibitor	A3A deaminase	mIAP inh	mIAP activ	MPTP block	hIAP activ
- COc1cccc(C(=O)C2CCCN(Cc3ccc4nsnc4c3)C2)c1 (stereo not given)
    -4	0	-6	16	-3	1	0.99	-0.4	1
- CCOC(=O)c1ccc(N=C(c2ccccc2)c2c(O)n(C)c(=O)n(C)c2=O)cc1
    -1	-6	-1	5	-1	-7	1.1	39	1.1
- COc1cccc(C(=O)C2CCCN(Cc3ccc(F)cc3)C2)c1 (stereo not given)
    -4	9	-9	-1	-5	3	0.97	0.1	0.91
- ON1C2CCCCC2N(O)C1c1ccccc1 (stereo not given)
    1	4	-5	4	-5	0	0.99	0.0	0.96
- CC(C)c1ccc(OCC(=O)N2CCN(C)CC2)c(Br)c1
    -2	-15	6	-6	-5	1	0.99	0.6	1.1
- CC(=O)OC1C2CCCC1C(N1CCCC1)CC2 (stereo not given)
    -1&0	-10&-20	0&-9	-10&3	1&-6	8&7	0.92&0.93	-2.1&-1.8	1.1&1.2
- CC1CN(O)C2CCc3nonc3C12O (stereo not given)
    1	-10	0	-1	1	-6	1.1	0.4	1.1
- CN1C(=O)C(=Cc2ccccc2OCc2ccc(C(=O)O)cc2)C(=O)N(C)C1=O
    0	7	-4	-4	0	-6	1.1	-4.0	0.93
- CCc1ccc(-c2nn(Cc3ccccc3)cc2C=O)cc1
    -3	8	-2	68*	-1	0	1	0.8	0.92
- O=c1[nH]c(=S)[nH]c(O)c1/C=N/N1CCOCC1
    2	-6	-1	1	-4	-7	1.1	-0.3	1.1
- CN1C(=O)c2ccccc2NC(=O)[C@]12O[C@@H]2c1ccccc1
    -1	17	-5	-18	-1	14	0.85	-2.5	0.83
- COP(=O)(C#Cc1ccccc1)C(O)c1ccc(Br)cc1 (stereo not given)
    0	1	-5	0	-3	2	0.98	1.2	0.99
- CC(=O)/C=C/c1ccccc1
    -2	-6	-7	4	-1	-10	1.1	-0.7	1.1
- COC(=O)C1=C(c2cccc(C#N)c2)C[C@@H]2CC[C@H]1N2C(=O)NCCOc1ccc(OC)cc1
    0	8	-8	0	-3	4	0.96	-2.3	0.92
- COC(=O)C1=C(c2ccc(Cl)c(C(F)(F)F)c2)C[C@@H]2CC[C@H]1N2C(=O)NC(C)C
    -2	2	-5	-8	4	3	0.97	0.4	0.98
- CC1CCN(CC(=O)c2cccc(C(F)(F)F)c2)CC1
    -3	1	-2	-3	-5	-6	1.1	2.5	0.99
- CCN1CCN(S(=O)(=O)c2ccc(Cl)nc2)CC1
    -1	-2	-5	-5	-5	-1	1	-0.8	1
- O=C1CC(N2CC=C(c3ccccc3)CC2)C(=O)N1c1ccc(F)cc1 (stereo not given)
    -1	13	-4	-10	-3	4	0.95	-1.2	0.87
- CC(=O)N1CC(=O)Nc2ccc(Cl)cc2C1c1ccccc1 (stereo not given)
    -6	-19	10	10	-3	-5	1.1	3.6	1.2
- CC(C)(C)c1ccc(O)c(N=Cc2c(O)ccc3ccccc23)c1
    -6	-56	13	1	-4	10	0.9	50	1.6
- CC1CCC(C)(NS(=O)(=O)OCC(Cl)(Cl)Cl)CC1 (stereo not given)
    -2	-7	-3	-9	-1	-7	1.1	1.8	1.1
- COc1ccc(OC)c([C@@H](O)[C@H](C)NC(C)(C)C)c1
    3	6	-9	-1	1	-14	1.1	-0.3	0.94
- O=c1[nH]c(=O)n(Cc2ccccc2Cl)c(O)c1C=Nc1ccc(F)cc1
    0	-26	-5	2	-1	4	0.96	2.7	1.3
- BrCC1C[n+]2c(SCc3ccccc3)nc3sc4c(c3c2O1)CCCC4 (stereo not given)
    0	0	-2	2	0	15	0.85	3.1	1
- Cc1cc(N2CCN(C)CC2)nc2ccccc12
    -5	-7	-5	-3	1	-8	1.1	-1.7	1.1
- O=P(NS(=O)(=O)c1ccc(Br)cc1)(Oc1ccccc1)Oc1ccccc1
    -2	14	-7	-11	-3	-2	1	1.9	0.86
- COC(=O)C(C)Oc1cc(C)cc2oc(=O)c3c(c12)CCCC3 (stereo not given)
    -2	2	-5	-3	1	-5	1	1.5	0.97
- CCOC(=O)c1cc(C)sc1/N=C/C1C(=O)NC(=S)NC1=O
    0	-2	13	11	2	17	0.83	-1.9	1
- O=P(Nc1cccc(F)c1)(Oc1ccccc1F)Oc1ccccc1F
    -3	-8	-8	2	-2	-6	1.1	-0.7	1.1
- CCC(=O)c1cc(F)c(N2CCN(CC)CC2)cc1C
    -2	2	-4	-12	-3	-4	1	-0.1	0.98

2 records drawn at random from the list so far, as already listed:
The line under a structure holds: MIN6 prolif	hIAP inh	APOBEC3G inh	ATG4B inhibitor	A3A deaminase	mIAP inh	mIAP activ	MPTP block	hIAP activ
- CCC(=O)c1cc(F)c(N2CCN(CC)CC2)cc1C
    -2	2	-4	-12	-3	-4	1	-0.1	0.98
- COC(=O)C1=C(c2cccc(C#N)c2)C[C@@H]2CC[C@H]1N2C(=O)NCCOc1ccc(OC)cc1
    0	8	-8	0	-3	4	0.96	-2.3	0.92

Grouped by structure, the compounds so far containing an aryl methoxy group
The line under a structure holds: MIN6 prolif	hIAP inh	APOBEC3G inh	ATG4B inhibitor	A3A deaminase	mIAP inh	mIAP activ	MPTP block	hIAP activ
- COc1cccc(C(=O)C2CCCN(Cc3ccc4nsnc4c3)C2)c1 (stereo not given)
    -4	0	-6	16	-3	1	0.99	-0.4	1
- COc1cccc(C(=O)C2CCCN(Cc3ccc(F)cc3)C2)c1 (stereo not given)
    -4	9	-9	-1	-5	3	0.97	0.1	0.91
- COC(=O)C1=C(c2cccc(C#N)c2)C[C@@H]2CC[C@H]1N2C(=O)NCCOc1ccc(OC)cc1
    0	8	-8	0	-3	4	0.96	-2.3	0.92
- COc1ccc(OC)c([C@@H](O)[C@H](C)NC(C)(C)C)c1
    3	6	-9	-1	1	-14	1.1	-0.3	0.94

The list goes on:
The line under a structure holds: MIN6 prolif	hIAP inh	APOBEC3G inh	ATG4B inhibitor	A3A deaminase	mIAP inh	mIAP activ	MPTP block	hIAP activ
- Cc1ccc2c(c1)N(C(C)C(=O)N1CCC3(CC1)OCCO3)C(=O)CO2 (stereo not given)
    0	14	-8	-1	-2	2	0.98	3.7	0.86
- COC(=O)[C@@H]1[C@@H](C(=O)OC)C2(c3ccccc3-c3ccccc32)N(c2ccc(Cl)cc2)N1C#N
    -4	-20	-3	12	-1	12	0.88	-1.1	1.2
- CCCCn1c(O)c(C(CC)=NCc2ccco2)c(=O)[nH]c1=O
    0	-10	-4	1	-1	-9	1.1	-0.1	1.1
- O=C(NCCN1CCOCC1)c1ccc(Cl)nc1Cl
    1	15	-4	3	0	4	0.96	-0.3	0.85
- CC12CN3CC(C)(CN(C1)C3c1cccs1)C2=O (stereo not given)
    -2	-8	-7	1	4	-8	1.1	-0.8	1.1
- Cc1ccccc1N1C(=O)NC(=O)/C(=C/c2ccc(N3CCOCC3)o2)C1=O
    -1	16	11	7	14	12	0.88	0.0	0.84
- CCN1CCN(C(=O)Cc2c(C)n(C(=O)c3ccc(Cl)cc3)c3ccc(OC)cc23)CC1
    -4	-17	-8	-12	-9	-7	1.1	34	1.2
- COC(=O)C1=C(c2cc3ccccc3s2)C[C@@H]2CC[C@H]1N2C(=O)N1CCC(O)CC1
    -3	2	-12	-4	-5	-9	1.1	-1.8	0.97
- CC(C)(C#CC(=O)O)OOC(c1ccccc1)(c1ccccc1)c1ccccc1
    -4	8	3	12	1	-4	1	1.2	0.92
- COC(=O)CC1=C(C(=O)OC)C2(C(=O)N(C)c3ccccc32)C(C#N)=C(N)O1 (stereo not given)
    -2	-13	-4	-1	-3	-6	1.1	-0.9	1.1
- Cn1c[n+](C)cc1C(O)c1ccccc1 (stereo not given)
    -1&-3	1&-2	17&21	-1&10	60*	2&21	0.98&0.79	2.1&-0.4	0.99&1
- CCCC(=O)NC(Oc1ccc(OC)cc1)C(Cl)(Cl)Cl (stereo not given)
    -1	-22	-7	2	-4	5	0.95	1.5	1.2
- O=[N+]([O-])c1ccccc1CCl
    1	-7	-3	-3	-1	3	0.97	-0.5	1.1
- CCN1/C(=C\C=C\C2=[N+](CC)c3ccccc3C2(C)C)C(C)(C)c2ccccc21
    -6	21	-54	-3	-25	16	0.84	+	0.79
- O=C(NC(Cc1ccccc1)C(=O)N1CCC2(CC1)OCCO2)C1CCCCC1 (stereo not given)
    -4	-22	-1	1	2	5	0.95	-0.3	1.2
- c1ccc2c(CN3CCCCCC3)c[nH]c2c1
    -6	3	-4	-6	-3	-4	1	-0.2	0.97
- C[N+]1(C)[C@@H]2CC[C@H]1CC(OC(=O)C(c1ccccc1)c1ccccc1)C2 (stereo not given in full)
    -2	4	21	0	46*	-2	1	-0.1	0.96
- C[N+]1(C)C2CCC1CC(OC(=O)c1ccccc1)C2 (stereo not given)
    1	7	17	-4	50*	4	0.96	-0.2	0.93
- c1ccc2nc(N3CCNCC3)ccc2c1
    6	-5	-6	-5&-5	-1	-17	1.2	40&16	1.1
- C=CCN1CC[C@]23c4c5ccc(O)c4OC2C(O)C=CC3[C@H]1C5 (stereo not given in full)
    -4	-12	0	2	3	-6	1.1	0.4	1.1
- CN(N)N=Nc1nc2c([nH]1)c(=O)n(C)c(=O)n2C
    -1	6	-6	-3	-2	16	0.84	0.8	0.94
- Cc1cc(=O)oc2cc(OCC(=O)N3CCN(Cc4ccc5c(c4)OCO5)CC3)ccc12
    2	3	-4	-5	-1	-7	1.1	-0.2	0.97
- O=C1NC(=O)C(CCc2ccncc2)(C2CCCCC2)C(=O)N1
    -2	19	-5	6	1	-9	1.1	-1.3	0.81
- CCOC(=O)C1=C(N)Oc2cc(C)oc(=O)c2C12C(=O)N1c3c(cccc32)C(C)CC1(C)C (stereo not given)
    -1	11	0	4	2	-4	1	1.5	0.89
- CC(C)N(Cc1ccco1)/N=C/c1c(O)n(Cc2ccccc2)c(=O)[nH]c1=O
    1	19	-4	-2	0	-3	1	2.8	0.81
